Assay outcomes: PubChem BioAssay, several laboratories
procasp7 counter – procaspase-7 activators, primary screen, counter-screen for procaspase-3 activator project, biochemical, absorbance, HTS, human; Caspase-7 (Homo sapiens), P55210; recombinant procaspase-7, Ac-DEVD-pNA absorbance 405 nm; D23A/D198A/D206A triple mutant, cannot self-cleave; scale: DMSO 0, 5 µM enzyme 100; activation, % at 8.5 µM; hit rate 0.093% among 330,000;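 active = percent activation above the screen-wide mean plus 3 SD, cut at about 25% in these data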
Target sequence (P55210 whole entry D23A/D198A/D206A): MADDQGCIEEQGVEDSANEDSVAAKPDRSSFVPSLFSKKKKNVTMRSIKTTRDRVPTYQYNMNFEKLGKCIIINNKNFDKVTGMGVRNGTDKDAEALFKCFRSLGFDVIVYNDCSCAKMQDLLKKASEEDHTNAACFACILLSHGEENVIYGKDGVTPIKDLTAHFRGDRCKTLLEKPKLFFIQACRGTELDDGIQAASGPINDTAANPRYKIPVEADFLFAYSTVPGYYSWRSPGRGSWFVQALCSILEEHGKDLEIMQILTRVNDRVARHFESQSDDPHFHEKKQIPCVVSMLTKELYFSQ
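Assay system: Uncleavable procaspase-7 mutant enzyme / Input: 2 µM procaspase-7 mutant as dispensed / Dosing: single nominal 8.5 µM compound dose, 0.8% DMSO final / Timing: 1 h enzyme–compound preincubation and 2 h substrate reaction, both 25 °C / Detection: p-Nitroaniline absorbance at 405 nm, read at 0 and 120 min / Replication: singlicate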
core dimer inh – inhibitors of HCV core protein dimerization, primary screen, biochemical, TR-FRET, high-throughput; TR-FRET GST/Flag-core106 dimerization, 1536-well; inhibition, % at 5 µM; hit rate 0.33% among 300,000; AID 1899, 2009;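 active = inhibition above the mean of all tested compounds plus 3 SD, set per screening campaign, cut at about 45% in these data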
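Assay system – GST-tagged and Flag-tagged HCV core protein residues 1-106 · Quantity – core106 proteins, GST 13.5 nM and Flag 17 nM · Benchmarks – unlabelled core106 and no-GST-core106 wells · Read-out basis – percent inhibition of core106 dimerization signal · Detection – time-resolved FRET, ex 340 nm, em 617 and 671 nm · Schedule – 4 h at 22.5 °C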
Efflux pump inh – inhibitors of Candida efflux pumps in yeast, primary screen, S. cerevisiae, Nile Red, multiplex; inhibition, % at 10 µM; S. cerevisiae Candida pump triplex; hit rate 0.44% among 330,000; AID 485275, 2010;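 active = plate passing quality check with inhibition over a set limit, or well fluorescence over plate mean plus 4 SD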;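 also: Nile Red retained in pooled yeast measured as flow cytometry median fluorescence; 0% = buffer negative control and 100% = Enniatin B positive control; higher means more Nile Red kept so more efflux inhibition; some compounds called inactive have numbers as strong as hits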
CTSL1 counter – Fasciola hepatica cathepsin L1 inhibitors, primary screen, counter-screen for PFM18AAP inhibitor project, biochemical, QFRET, fluorogenic peptide substrate. recombinant F. hepatica cathepsin L1, Z-Leu-Arg-MCA fluorescence. inhibition, % at 5.96 µM. hit rate 0.49% among 300,000;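 active = inhibition above the mean of all tested compounds plus 3 SD, set per screening campaign, cut at about 17% in these data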;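 also: 0% = plate median of test compound wells and 100% = 1 µM Z-Phe-Ala-diazomethylketone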
PP1 inh – PP1-alpha phosphatase inhibitors, primary screen, counter-screen for PP5 inhibitor project, biochemical, fluorescence, OMFP substrate, single point; Serine/threonine-protein phosphatase PP1-alpha catalytic subunit (Homo sapiens), P62136; purified PP1alpha; inhibition, % at 6.7 µM; hit rate 0.9% among 320,000; AID 2235, 2010;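 active = inhibition above the mean inhibition of all tested compounds plus 3 SD, computed separately for each screening campaign, cut at about 15% in these data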
proCasp3 act – activators of human procaspase-3 D3A mutant, primary screen, biochemical, absorbance, PC-3 D3A mutant, single concentration. recombinant procaspase-3 D3A, Ac-DEVD-pNA absorbance 405 nm. hit rate 0.11% among 330,000. AID 463141, 2010. Caspase-3 (Homo sapiens), P42574. activation, % at 8.5 µM;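 active = activation above the mean of all tested compounds plus 3 SD, cut at about 21% in these data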;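 also: 0% = DMSO alone and 100% = DMSO wells spiked with extra 5 µM PC-3 D3A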
Target sequence (P42574 whole entry D9A/D28A/D175A): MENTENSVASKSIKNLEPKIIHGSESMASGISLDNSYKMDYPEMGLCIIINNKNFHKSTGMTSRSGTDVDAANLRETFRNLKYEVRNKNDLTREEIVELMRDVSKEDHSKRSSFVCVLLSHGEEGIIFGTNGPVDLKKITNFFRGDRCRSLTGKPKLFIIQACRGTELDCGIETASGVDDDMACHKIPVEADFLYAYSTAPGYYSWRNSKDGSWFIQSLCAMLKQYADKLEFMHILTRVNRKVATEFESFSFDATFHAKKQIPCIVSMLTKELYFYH
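Test system: Procaspase-3 D3A mutant; medium: Zinc-free HEPES/NaCl buffer with 0.01% Triton X-100 at pH 7.4; reagent: DEVD-pNA substrate; doses: one concentration, 8.5 µM nominal, 0.8% DMSO; times: 1 h preincubation plus 2 h reaction at 25 °C; signal: Epi-absorbance at 405 nm of released p-nitroaniline, 0 and 120 min; replicates: singlicate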
GASC-1 inh – inhibitors of GASC-1 histone demethylase, primary screen, biochemical, fluorescence, DELFIA europium; Lysine-specific demethylase 4C (Homo sapiens), Q9H3R0; GST-JMJD2C(1-420) H3K9me3 demethylation; inhibition, % at 2.35 µM; hit rate 0.069% among 330,000; AID 2099, 2009;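 active = more than half of a compound's replicate wells show inhibition beyond 50%, single wells judged on their own value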;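 also: signal counts dimethyl H3K9 product captured on neutravidin plate; 0% = median of DMSO wells and 100% = 0.3 times that DMSO median; strong numbers were not always called active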
TPT1 inhibitor – Candida albicans TPT1 enzyme inhibitors, primary screen, biochemical, fluorescence polarization | recombinant caTPT1, FP RNA substrate dephosphorylation | inhibition, % at 5 µM | hit rate 0.81% among 300,000;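 active = inhibition above the mean of all tested compounds plus 3 SD, set per screening campaign, cut at about 24% in these data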;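 also: plate controls were DMSO alone for no effect and ferristatin control at 100 nM for full effect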
PP5 inh – PP5 phosphatase inhibitors, primary screen, biochemical, fluorescence; Serine/threonine-protein phosphatase 5 (Homo sapiens), P53041; hit rate 0.18% among 320,000; purified PP5c, OMFP substrate fluorescence; inhibition, % at 6.7 µM;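 active = inhibition above the campaign's mean inhibition across all tested compounds plus 3 SD, cut at about 9.5% in these data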;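 also: 0% = DMSO only and 100% = 100 µM cantharidin control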
Target sequence (P53041 whole entry, looked up): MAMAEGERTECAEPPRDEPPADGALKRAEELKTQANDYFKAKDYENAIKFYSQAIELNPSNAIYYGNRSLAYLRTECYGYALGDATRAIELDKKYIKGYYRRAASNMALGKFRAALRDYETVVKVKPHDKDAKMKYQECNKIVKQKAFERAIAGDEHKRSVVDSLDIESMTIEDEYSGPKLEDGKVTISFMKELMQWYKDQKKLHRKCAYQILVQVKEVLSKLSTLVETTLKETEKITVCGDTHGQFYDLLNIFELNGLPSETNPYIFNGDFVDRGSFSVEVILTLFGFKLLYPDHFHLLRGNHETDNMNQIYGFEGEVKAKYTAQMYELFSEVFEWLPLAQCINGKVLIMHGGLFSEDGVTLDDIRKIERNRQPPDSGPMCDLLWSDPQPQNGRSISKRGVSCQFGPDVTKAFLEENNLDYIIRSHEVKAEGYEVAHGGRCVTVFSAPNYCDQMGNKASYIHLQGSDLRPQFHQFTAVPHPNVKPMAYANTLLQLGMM
Starred values were filed as active, the others as inactive; · = not tested or not shown.

The first 2 entries, ahead of the listing:
SMILES | procasp7 counter | core dimer inh | Efflux pump inh | CTSL1 counter | PP1 inh | proCasp3 act | GASC-1 inh | TPT1 inhibitor | PP5 inh
CC(=O)N1CCC2(CC1)C(C#N)=C(N)Oc1n[nH]c(C(F)(F)F)c12 | -1 | -7 | -0.2 | -5 | 0 | 4 | -3 | -3 | 0.8
O=C(CN1C2=NCCN2c2ccccc21)c1ccc2c(c1)OCO2 | -2 | 1 | 0.0 | 1 | 2 | 6 | -9 | -2 | 0.6

Results, from the first entry:
SMILES | procasp7 counter | core dimer inh | Efflux pump inh | CTSL1 counter | PP1 inh | proCasp3 act | GASC-1 inh | TPT1 inhibitor | PP5 inh
CC(=O)N1CCC2(CC1)C(C#N)=C(N)Oc1n[nH]c(C(F)(F)F)c12 | -1 | -7 | -0.2 | -5 | 0 | 4 | -3 | -3 | 0.8
O=C(CN1C2=NCCN2c2ccccc21)c1ccc2c(c1)OCO2 | -2 | 1 | 0.0 | 1 | 2 | 6 | -9 | -2 | 0.6
Cc1csc2sc(-c3ccnc(SCC(=O)NCc4ccccc4)n3)c(C)c12 | 9 | 36 | 0.1 | 2 | 6 | 7 | 3 | 2 | 2.0
Cc1nn2c(=O)c(NC(=O)c3ccc(F)cc3)cnc2s1 | 4 | -1 | 0.1 | -2 | -1 | 3 | 6 | 3 | 4.9
CCCN1CCN(C(=O)c2oc3c(Cl)cccc3c2C)CC1 | 5 | 13 | 0.1 | 2 | -1 | -3 | -7 | 2 | -2.1
O=C(NC(Nc1ncc(S(=O)(=O)c2ccc([N+](=O)[O-])cc2)s1)(C(F)(F)F)C(F)(F)F)c1ccc(Cl)cc1 | 8 | 11 | -0.2 | -1 | 8 | 2 | -5 | -1 | 2.9
CC(=O)Nc1ccc(SC[C@H](c2ccccc2)N2CCN(CCc3ccccc3)CCC2=O)cc1 | -9 | -2 | -0.1 | -2 | 1 | -4 | -7 | 2 | 1.8
Cc1nc(C)c(C(=O)OCC(=O)NCCc2ccc(S(N)(=O)=O)cc2)s1 | 4 | · | 0.0 | · | -2 | 2 | -4 | · | -1.0
CCN(CC)C(=O)CCCSc1nnc(Nc2ccccc2F)s1 | 0 | -2 | -0.1 | 4 | 0 | -6 | 5 | -2 | 0.2
N#Cc1cc(C(=O)c2ccccc2O)cn(-c2ccc(Cl)cc2)c1=O | -5 | 4 | -0.1 | 3 | 0 | 2 | -6 | 16 | -0.7
N#Cc1ccc(CSc2nnc(-c3ccncc3)n2CCc2ccccc2)cc1 | -2 | -10 | -0.1 | 5 | 0 | -4 | 0 | 9 | -7.2
Cc1ccc(C(=O)CCC(=O)OC(C)C(=O)NC2CCCCC2C)cc1 (stereo not given) | -2 | · | 0.2 | · | -5 | 3 | -3 | · | -2.2
CCOC(=O)N1CCN(CC(=O)Nc2ccc(C)cc2)CC1 | 0 | -1 | -0.1 | 1 | -1 | 2 | 8 | 0 | 1.7
Cc1ccc2c(COC(=O)CNC(=O)c3ccccc3)cc(=O)oc2c1 | 12 | -2 | 0.3 | -3 | 0 | -5 | -3 | 5 | 1.9
Cc1ccc(CNC(=O)C2CCCN(S(=O)(=O)c3ccc(-n4cnnn4)cc3)C2)cc1 (stereo not given) | 10 | 14 | -0.1 | 1 | -3 | 15 | 2 | 2 | -0.7
NC[C@H](Cc1ccccc1)NCCc1cc(C(F)(F)F)cc(C(F)(F)F)c1 | -2 | · | -0.1 | · | · | -6 | -37 | · | ·
CCOC(=O)N1CCN(C(=O)CN2C(=O)NC(C)(c3ccc4ccccc4c3)C2=O)CC1 (stereo not given) | -7 | · | -0.1 | · | -3 | 1 | -2 | · | 2.6
CCN(CC)CCOC(=O)c1ccc(NC(=O)c2cccc(C)c2[N+](=O)[O-])cc1 | -1 | 0 | 0.2 | 2 | -9 | -3 | -21 | -1 | -1.9
CC(=O)c1cc2c(cc1NC(=O)CCc1ccccc1)OCO2 | -3 | -3 | 0.0 | -2 | 4 | -1 | 1 | -5 | 2.7
COCCCC1CCN(Cc2nc(-c3ccccc3)no2)CC1 | 4 | -6 | -0.1 | -3 | 0 | 6 | 1 | 2 | 5.9
CC(=O)c1cccc(OCC(=O)c2cc(C)n(-c3cc(C)on3)c2C)c1 | 6 | 1 | 0.1 | -1 | 1 | 4 | 5 | -6 | 2.6
Cc1cc(SCC(=O)c2ccc(Cl)cc2)nc(=O)[nH]1 | -22 | 6 | 0.0 | -3 | -1 | -11 | 6 | 7 | 0.2
CS(=O)(=O)Nc1ccccc1C(=O)NCC1(N2CCCCC2)CCCCC1 | -11 | 1 | 0.3 | -3 | -3 | 8 | -5 | -3 | 0.8
O=C(Nc1ccc([N+](=O)[O-])cc1)Nc1ccc(Cl)cc1F | -3 | -2 | -0.1 | 2 | -2 | 9 | 17 | -1 | 2.8
Cc1cc(OCC(=O)NCC(c2cccs2)N2CCOCC2)ccc1C(C)C (stereo not given) | 3 | 2 | 0.2 | 1 | 1 | 10 | -1 | 0 | 3.0
Other entries.
SMILES | procasp7 counter | core dimer inh | Efflux pump inh | CTSL1 counter | PP1 inh | proCasp3 act | GASC-1 inh | TPT1 inhibitor | PP5 inh
Cc1ccc(OCc2nc3ccccc3[nH]2)cc1 | -5 | 1 | -0.2 | 0 | -5 | -3 | 1 | -2 | 1.1
Cc1ccc(NC(=O)CCNS(=O)(=O)c2cccc3nsnc23)cc1F | -3 | 3 | -0.3 | 0 | -4 | 4 | 25 | -4 | 0.3
CCC(=O)NC(=S)Nc1ccc(NC(=O)c2ccco2)cc1 | -1 | -3 | -0.1 | 1 | -2 | 6 | 1 | 1 | 0.3
COc1ccc(Oc2ccc(C(F)(F)F)cc2N)cc1 | -13 | 0 | -0.2 | -1 | -2 | 6 | -19 | 1 | 1.8
Cc1nn2c3c(cnc2c1-c1ccccc1)C(=O)CC(c1ccccc1)C3 (stereo not given) | 3 | 3 | -0.1 | 2 | -3 | -7 | 2 | 1 | -0.2
Cc1ccc(NC(=O)CN(C)C(=O)c2ccc(S(=O)(=O)N(C)c3ccccc3)cc2)cc1 | -6 | -1 | 0.0 | 1 | -3 | 1 | 2 | -1 | 1.2
COc1ccc(C(OC(=O)c2ccco2)C(=O)NCC2CCCO2)cc1 (stereo not given) | 11 | -10 | 0.0 | -50 | -2 | 6 | -10 | -3 | 1.4
COc1ccccc1CNC(=O)C1CC(c2ccccc2F)=NO1 (stereo not given) | 1 | 3 | 0.0 | -3 | 3 | 15 | 1 | 3 | 0.9
O=C(Nc1nc(-c2cccc(Br)c2)cs1)Oc1ccccc1 | -4 | 3 | 0.0 | 0 | 0 | 3 | -1 | 1 | 1.8
O=c1nc2s/c(=C\c3ccco3)c(=O)n2nc1Cc1ccccc1 | -11 | 22 | -0.1 | 1 | -1 | -15 | -20 | 2 | 4.3
Cc1ccc(CN2CCN(/N=C/c3cc(Br)ccc3F)CC2)cc1 | 13 | -8 | -0.1 | 2 | -1 | 6 | -18 | -4 | 2.1
Cc1sc(NC(=O)/C=C/c2ccc3c(c2)OCO3)nc1-c1ccccc1 | 7 | 4 | -1.2 | 5 | 1 | 10 | -2 | -2 | -0.8
CN(C)S(=O)(=O)c1ccc(C(=O)Nc2cccc(S(=O)(=O)NC3=NCCC3)c2)cc1 | 2 | 0 | 0.2 | -7 | -16 | 5 | -225 | 2 | -3.5
C=CCn1c(SCC(=O)c2ccc(O)c(O)c2)nnc1-c1cccc(Cl)c1 | 8 | · | 0.4 | · | -3 | -1 | -6 | · | 0.8
CCNC(=S)N(CCc1c(C)[nH]c2ccc(Cl)cc12)Cc1cccnc1 | -3 | 10 | -0.2 | 3 | 2 | 2 | 4 | -2 | 0.8
CCC1(C)Cc2c(C#N)c(SC)nc(N3CCOCC3)c2CO1 (stereo not given) | 7 | 9 | 0.0 | -2 | -5 | -13 | -3 | 2 | 0.2
C=CCn1c(CCNC(=O)c2cccs2)nnc1SCC(=O)c1ccc(Br)cc1 | 3 | 3 | 0.2 | 4 | 3 | -6 | 8 | 0 | 2.7
O=S(=O)(c1ccccc1)N1CCC(N2CCCCCC2)CC1 | 13 | 0 | -0.1 | -1 | 4 | 2 | -2 | -4 | -0.8
CCc1ccc(CN(C(=O)c2cc3ccccc3oc2=O)C2CCS(=O)(=O)C2)cc1 (stereo not given) | 3 | -3 | 0.2 | 2 | -9 | -2 | -19 | 2 | 3.8
O=C(C1=C(O)C(=O)N(c2ncccn2)C1c1ccc(Cl)cc1)c1ccco1 (stereo not given) | -17 | 6 | 0.2 | 3 | 0 | -18 | -14 | 2 | 1.0
Cc1cc(Nc2cnc3ccccc3n2)n(-c2ccccc2)n1 | 7 | -3 | -0.2 | -5 | -1 | -3 | 1 | -1 | 2.1
Cc1cccc(NC(=O)CN2C(=O)CCSc3ccc(S(=O)(=O)N4CCOCC4)cc32)c1C | 7 | 3 | 0.1 | -3 | -2 | 6 | 5 | 0 | 0.3
O=C(CNCc1ccccc1)Nc1ccccc1-c1ccccc1 | 4 | 13 | 0.0 | 2 | 0 | 1 | 2 | 2 | 3.5
Cc1ccc(N=Nc2ccc(C)cc2NC(=O)Nc2ccccc2F)cc1 | -5 | 2 | 0.0 | 1 | 1 | 2 | 2 | -2 | 1.9
Cc1cc(N/N=C\c2ccccc2)nc(-c2ccccc2O)n1 | 0 | -2 | -0.3 | 1 | 2 | 3 | 16 | -5 | 4.6
O=S(=O)(Nc1ccc(-c2nc3cccnc3s2)cc1)c1cccs1 | 11 | -1 | 0.0 | 6 | 8 | 3 | · | 0 | 2.0
O=C(Nc1ccc(N2CCCC2)cc1)c1cc([N+](=O)[O-])ccc1N1CCOCC1 | -15 | -16 | 0.0 | -5 | -6 | -8 | -7 | -2 | 4.4
O=Cc1cn(CC(=O)Nc2ccccc2)c2ccccc12 | 10 | -9 | 0.1 | -1 | 9 | -3 | -8 | -1 | 1.1
O=C(N/N=C/c1cc(O)ccc1Br)c1cccnc1 | -14 | 0 | 0.1 | 4 | -1 | -17 | 13 | 1 | -0.4
Cc1cccc(CN2CCN(CC(=O)NCCCN3CCCC3=O)C2=O)c1 | 8 | 0 | 0.4 | -3 | -6 | 4 | -1 | -1 | 3.8
